pAkt inh: blocks phosphorylation of Akt | Neuro2A IGF-stimulated pAkt S473 HTRF, 20 min; hits give low values | AID 651550 | 360,000 tested, 0.32% active | activity change, % for hits at 50 µM; in the data active = activity change below about -80%; inconclusive = mostly about -51% to -80%; note: % is set by controls: 0 for no effect and ±100 for the full control effect
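Neuro2A cells (4,500/well, DMEM with 0.5% FBS) were treated with compound at a single 50 µM final concentration, stimulated with 6 nM IGF for 20 min at 37 °C, and lysed. Phospho-Akt Ser473 was read by HTRF as 665/615 ratio ×10^4.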
CCT modulator: modulators of cytosolic chaperonin (CCT/TRiC) activity. purified chaperonin ATPase assay, HTRF ADP detection, 30 min. activity change, % (concentration not given with the values), hits read low. 360,000 tested, 0.3% active; in the data active = activity change below about -30%; note: % is set by controls: 0 for no effect and ±100 for the full control effect
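TRiC (40 or 20 nM final, by batch activity) in 30 mM Tris pH 7.4, 100 mM KCl, 5 mM MgCl2, 1 mM DTT was treated with compound at 76 uM single dose, then 10 uM ATP, 30 min at 37 °C. ADP was read by HTRF Transcreener.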
Nrf2 ARE act: activates Nrf2 signaling. AREc32 ARE-luciferase reporter (MCF7-derived line), luminescence, 24 h. Potency, µM (highest dose often 46.1 µM), without a hit: at the highest dose activation, actives largely listed as activators. 410,000 tested, 0.31% active; note: potency is the fitted concentration of half-maximal effect; % of control where 0% means no effect; nearly all actives have a fitted effect of over 65% in size
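Nrf2 activation is followed as ARE-luciferase induction in the AREc32 line after one day of compound treatment; luminescence is read with Steady-Glo.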
HepG2 tox: counter-screen for TGF-b inhibitors: cytotoxicity in HepG2 cells. AID 588856. 410,000 tested, 0.76% active. HepG2 CAGA-GFP viability, ATP luminescence, 18 h. Potency, µM (highest dose often 46.1 µM), inactives show top-dose activity change, negative = cytotoxicity, actives largely listed as cytotoxic; note: potency is the fitted concentration of half-maximal effect; some results filed as inactive show a strong effect at the top dose
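CellTiter-Glo luminescence gave cytotoxicity after 18 hours at 37 degrees C. The cells were HepG2 CAGA-GFP in 1% FBS DMEM, stimulated with 500 pg/mL TGF-beta after compound addition. %Activity was normalised to no-cell wells (complete cell-killing) and DMSO (no toxicity), and curves were fitted and classified.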
A549 viability: kills or reduces viability of A549 cells in Nrf2 counter-screen. Potency, µM (top dose mostly 46 µM), without a hit: at the highest dose activity change, negative = cytotoxicity, hits mostly inhibitors. A549 ARE-Fluc cells, CellTiter-Fluor viability, 18-24 h. 390,000 tested, 0.16% active. AID 504648; note: potency is the fitted concentration of half-maximal effect; % is set by controls: 0 for no effect and ±100 for the full control effect
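A549 ARE_Fluc cells in 5% FBS OPTI-MEM were exposed to compounds in concentration-response for 18-24 h at 37 deg C. Viability was read by CellTiter-Fluor fluorescence (Ex 405/Em 525) after 30 min, before the luciferase read.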
Mm-Cpn inhibitor: M. maripaludis TRiC chaperonin inhibition; Potency, µM (top dose mostly 76.9 µM), for the others: at the highest dose activity, negative = inhibition, usual class: inhibitors; 330,000 tested, 0.031% active; AID 504842; purified Mm-Cpn ATPase, ADP Transcreener TR-FRET; note: potency is the fitted concentration of half-maximal effect; % is set by controls: 0 for no effect and ±100 for the full control effect; nearly all actives have a fitted effect of over 80% in size
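Inhibition of chaperonin ATP hydrolysis is measured as reduced ADP production, detected by competitive TR-FRET in which signal falls with ADP. Final enzyme 25 nM and ATP 10 uM, reacted 30 min at 37°C.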
S2 tox: cell viability loss in ATXN counter-screen; S2 cells (HEK-293 line with an ATXN2-luciferase reporter) viability, CellTiter-Fluor protease fluorescence, 24 h; Potency, µM (series often up to 56.7 µM), usual class: cytotoxic; 400,000 tested, 0.49% active; note: potency is the fitted concentration of half-maximal effect; nearly all actives have a fitted effect of over 40% in size
Nrf2 inh: blocks Nrf2 signaling. A549 ARE-Fluc reporter, luciferase luminescence, 18-24 h. Potency, µM (doses to about 46 µM), for the others: at the highest dose activity change, negative = inhibition, usual class: inhibitors. 360,000 tested, 2.1% active; note: potency is the fitted concentration of half-maximal effect; % is set by controls: 0 for no effect and ±100 for the full control effect; nearly all actives have a fitted effect of over 60% in size
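Concentration-response testing used A549 ARE_Fluc cells at 5000 cells/well. Following an 18-24 h compound incubation, viability was read by fluorescence (Ex 405/Em 525) and luciferase output by luminescence.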
TGFb SMAD3 inh: TGF-b pathway inhibition. HepG2 CAGA-GFP TGF-b/SMAD3 reporter, GFP fluorescence, 18 h; TGF-beta stimulated, 500 pg/mL final. Potency, µM (series often up to 46.1 µM), for the others: top-dose activity, negative = inhibition, hits mostly inhibitors. 410,000 tested, 1.2% active. AID 588855; note: potency is the fitted concentration of half-maximal effect; % is set by controls: 0 for no effect and ±100 for the full control effect; nearly all actives have a fitted effect of over 65% in size
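Inhibition was scored as loss of TGF-beta-induced (500 pg/mL final, 18 hours, 37 degrees C) GFP in HEPG2 cells carrying a CAGA-GFP reporter, in DMEM with 1% FBS. Well GFP was summed per cell; Activity was normalised to unstimulated and stimulated DMSO wells, then concentration-response fitting.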
* = called active by the depositor; i = inactive; ? = inconclusive; . = not tested or not shown; [ ] = another dose, or the depositor's remark. Unless noted, calls come from the whole dose curve; as a rule, active = well fitted curve in the direction sought with a large enough effect; inconclusive = small, poorly fitted or top-dose-only effect, or another doubt; inactive = no such curve, though single readings can be large; an effect the other way counts as inactive or inconclusive.

Below each compound: A549 viability	S2 tox	CCT modulator	Nrf2 inh	Mm-Cpn inhibitor	TGFb SMAD3 inh	Nrf2 ARE act	HepG2 tox	pAkt inh
- CNC(=O)[C@@H]1C[C@H]1[C@@H](NC(=O)OCc1ccccc1)c1ccccc1
→ 0%	i	-3.7	10%	0%	0%	14%	-2%	i
- O=C1c2ccccc2C(=O)N1CCSC(=S)N1CCOCC1
→ 0%	?	0.3	?	-1%	16%	-0.4%	-1%	i
- CCOC(=O)C(Sc1cc(C)nc(N)n1)C(C)=O (stereo unspecified)
→ 2%	i	1.3	19%	-2%	10%	-0.5%	-1%	i
- CCN1C2=C(C(=O)CCC2)C(c2ccc(O)cc2)C2=C1CCCC2=O
→ -16%	i	0.7	15%	3%	0%	0.1%	12%	i
- O=C1C2C3CCC(C3)C2C(=O)N1c1ccc2ccccc2c1 (stereo unspecified)
→ -4%	i	-1.1	5%	1%	2%	0.6%	1%	i
- COCCNc1nc(Nc2ccccc2Cl)c2sc(-c3ccccc3)cc2n1
→ .	i	0.6	.	.	-18%	-0.1%	-37%	i
- CCCCN1C(=O)C(CC(=O)NCc2cccs2)CC(C(=O)N2CCCCCC2)=C1C (stereo unspecified)
→ .	i	0.0	.	.	.	-0.8%	.	i
- Cc1ccc(S(=O)(=O)c2ccc(Cl)cc2)cc1S(=O)(=O)NC(C)C(=O)O (stereo unspecified)
→ 1%	i	2.7	-4%	0%	-4%	0.2%	-1%	i
- COc1ccc(S(=O)(=O)N2N=C(c3ccc(NS(C)(=O)=O)cc3)CC2c2ccco2)cc1 (stereo unspecified)
→ -9%	i	-1.5	-27%	3%	-23%	12%	-50%	i
- C=CCN1C(=O)[C@@H]2Cc3c([nH]c4ccccc34)C(c3ccc(O)cc3)N2C1=S (stereo partly specified)
→ -16%	i	0.7	-12%	-2%	71%[activator]	11%	-72%	i
- CCOc1ncccc1C(=O)NC(C)CCc1ccccc1 (stereo unspecified)
→ 3%	.	1.0	-1%	-1%	-4%	0.2%	-5%	i
- COc1cc(OC)c(NC(=O)c2cnn(-c3ccccc3)c2-n2cccc2)cc1Cl
→ 11%	i	.	3%	.	-2%	0.0%	11%	.
- COc1ccc(CC(=O)NC2CC(=O)N(c3cccc(F)c3)C2)cc1 (stereo unspecified)
→ 9%	.	.	.	.	-12%	-0.7%	-15%	.
- O=C(CCC1CCCC1)Nc1ccc([N+](=O)[O-])cn1
→ 1%	?	-2.6	3%	-1%	5%	-0.3%	3%	i
- CCCN1C(=O)c2ccccc2NC1c1ccc(OC)c(COc2ccc([N+](=O)[O-])cc2)c1 (stereo unspecified)
→ 0%	.	.	-29%	.	-9%	.	-9%	.
- O=C1CC(N2CCC(c3nc4ccccc4o3)CC2)C(=O)N1Cc1cccs1 (stereo unspecified)
→ -1%	i	1.7	.	0%	1%	0.0%	-4%	i
- COc1cc([C@@H]2C[C@H]3CN(c4ccccc4)C(=O)[C@]34CCCN24)cc(OC)c1OC
→ -13%	?	0.9	?	3%	?	-1.7%	-41%	i
- COc1ccccc1NC(=O)Cn1cnc2sc(C(=O)NCc3ccco3)c(C)c2c1=O
→ -8%	i	-0.9	.	0%	0%	0.2%	21%	i
- Cc1ccc(C2CC(=O)Nc3c2ccc2ccccc32)cc1[N+](=O)[O-] (stereo unspecified)
→ -1%	i	-2.2	?	1%	?	0.8%	-16%	i
- CCc1nnc(NC(=O)c2ccc(S(=O)(=O)N3CCCC(C)C3)cc2)s1 (stereo unspecified)
→ -4%	i	0.0	-12%	0%	1%	-0.2%	6%	i
- COc1ccc(C2NC(=O)NC(C)=C2C(=O)OC2CCCC(C)C2)cc1 (stereo unspecified)
→ -7%	i	-1.0	?	0%	-1%	-0.7%	-26%	i
- O=C(Oc1cccc2cccnc12)c1cccc([N+](=O)[O-])c1
→ 1%	i	1.8	-6%	-1%	-16%	22%	-12%	i
- Cc1ccc(C)c(N2CCN(S(=O)(=O)c3ccc(-c4cc(C)no4)s3)CC2)c1
→ 2%	i	-0.7	-3%	-21%	-26%	-0.3%	-2%	i
- Nc1ccccc1C(=O)NNC1=C(C(=O)C(F)(F)F)CCC1
→ -2%	?	-0.6	-22%	-12%	13%	?	-34%	i
- Cn1c(O)c(N=NC(=O)c2cc(-c3cccs3)nc3ccccc23)c2ccccc21
→ -3%	?	-2.4	?	1%	?	0.2%	-11%	i
- CNC(=O)c1ccc2nc(-c3ccco3)c(-c3ccco3)nc2c1
→ -11%	.	.	-28%	.	-13%	.	-37%	.
- Cc1ccc(S(=O)(=O)Cc2ccc(C(=O)NCc3cccs3)o2)cc1
→ -1%	i	-2.3	-7%	5%	1%	0.2%	0%	i
- CCc1ccc(CN(C)Cc2nc(COc3ccccc3)no2)nc1
→ -2%	i	-2.2	6%	-1%	-7%	-0.2%	-20%	i
- CCCNC(=O)C1(C)CCCN(C(=O)c2cccc(OC(C)=O)c2C)C1 (stereo unspecified)
→ .	i	0.2	.	.	16%	0.4%[9.22 µM]	2%	i
- Cc1ccc(S(=O)(=O)N2CCN(C(=O)CCOc3cc(C)ccc3C)CC2)cc1
→ -20%	i	-4.4	2%	-2%	-20%	0.1%	-20%	i
- COc1ccc(C2c3c(ccc4ccccc34)Oc3ncn4nc(Cc5ccccc5)nc4c32)cc1OC (stereo unspecified)
→ 2%	i	-1.0	6%	-1%	-22%	0.1%	-3%	i
- C[n+]1ccn(CC(=O)c2ccc(Br)cc2)c1
→ -1%	i	-0.7	?	1%	-3%	-0.3%	-12%	i
- Cc1cc(C(=O)NCc2ccccc2Cl)c2c(C)nn(-c3ccccc3)c2n1
→ 1%	i	.	?	.	2%	-0.6%	-3%	.
- COC(=O)CCN1CCC2CC1c1cc(Cl)ccc12 (stereo unspecified)
→ ?	i	-2.4	-4%	.	14%	-0.6%	-2%	i
- O=c1[nH]c(/C=C/c2ccc([N+](=O)[O-])cc2)c([N+](=O)[O-])c(=O)[nH]1
→ -7%	i	0.3	4%	3%	9%	0.0%	-5%	i
- CCc1cccc(NC(=O)c2cc(OC)c(OC)c(OC)c2)c1
→ 19%	i	-4.2	-3%	0%	26%	5.4%	0%	i
- CC(C)NC(=O)NC(=O)COC(=O)CCCSc1nc2ccccc2s1
→ 2%	i	-3.5	-5%	0%	6%	0.4%	-3%	i
- O=C1CN(C(=O)c2ccc(Br)o2)C(c2ccc(F)cc2)c2cc(F)ccc2N1 (stereo unspecified)
→ -19%	i	-4.5	16µM*	0%	18%	2.0%	-10%	i
- O=C1CSC(=S)N1c1ccccc1
→ 3%	i	-0.7	0%	.	-3%	0.5%	24%	i
- CC1CCCCN1CCNC(=O)CN1C(=O)COc2ccccc21 (stereo unspecified)
→ 20%	i	-1.1	2%	1%	10%	-0.6%	3%	i

Some entries already given, limited to Nrf2 ARE act, A549 viability and TGFb SMAD3 inh.
Structure,Nrf2 ARE act,A549 viability,TGFb SMAD3 inh
O=C(Oc1cccc2cccnc12)c1cccc([N+](=O)[O-])c1,22%,1%,-16%
Cc1ccc(C)c(N2CCN(S(=O)(=O)c3ccc(-c4cc(C)no4)s3)CC2)c1,-0.3%,2%,-26%
Nc1ccccc1C(=O)NNC1=C(C(=O)C(F)(F)F)CCC1,?,-2%,13%
Cn1c(O)c(N=NC(=O)c2cc(-c3cccs3)nc3ccccc23)c2ccccc21,0.2%,-3%,?

Further compounds.
Below each compound: A549 viability	S2 tox	CCT modulator	Nrf2 inh	Mm-Cpn inhibitor	TGFb SMAD3 inh	Nrf2 ARE act	HepG2 tox	pAkt inh
- Cc1cc(OCCn2nc(C(=O)O)c3ccccc3c2=O)ccc1C(C)C
→ -10%	i	-1.9	?	-1%	1%	3.3%	-12%	i
- CC(C)c1onc(C(=O)N2CCN(c3ccccc3)CC2)c1[N+](=O)[O-]
→ -3%	i	1.1	-14%	2%	-15%	19%	-10%	i
- O=C(Nc1ccc(Oc2ccc(Cl)cc2)cc1)c1ncn[nH]1
→ -14%	i	-2.4	-36%	0%	-5%	0.3%	-52%	i
- CCO[C@H]1OC(C(=O)NC2CC2)=C[C@@H](c2coc3ccccc3c2=O)[C@@H]1CCCO
→ -3%	i	-0.3	5%	.	?	7.5%	-15%	i
- CC1CC(=O)c2cnc(N)nc2C1 (stereo unspecified)
→ 23%	i	0.4	10%	-2%	-5%	0.1%	2%	i
- COC(=O)N/N=C(\C)c1cccc(C(F)(F)F)c1
→ 3%	i	1.7	5%	0%	0%	0.2%	-1%	i
- CC(C)CCNC(=O)CCCC1=NS(=O)(=O)c2ccccc2N1
→ -3%	i	-1.9	15%	-1%	-1%	-0.4%	8%	i
- COc1cc(-c2c(C#N)c(N)nc(SCc3ccncc3)c2C#N)cc(OC)c1OC
→ 14%	i	-1.0	-28%	-1%	?	11%	-46%	i
- O=C(NCc1ccccc1)C(=O)NCC1OCCCN1S(=O)(=O)c1cccs1 (stereo unspecified)
→ 1%	i	0.6	11%	1%	0%	0.2%	1%	i
- CCN(CC(=O)Nc1c(F)cccc1F)C(=O)C1CC(=O)N(c2ccccc2OC)C1 (stereo unspecified)
→ -3%	i	-1.4	1%	-2%	9%	-1.0%	14%	i
- CCC12CN3CC(C)(CN(C1)C3c1ccc(O)cc1O)C2=O (stereo unspecified)
→ -1%	i	.	1%	.	?	0.1%	7%	.
- COc1ccc(-c2nn(-c3ccccc3)cc2C(=O)NC2CCCCC2C)cc1 (stereo unspecified)
→ -8%	i	0.9	5%	1%	-7%	0.4%	-5%	i
- CN(Cc1cccc(F)c1)C(=O)c1cc(=O)[nH]c2ccccc12
→ 0%	i	-1.2	0%	-1%	-26%	0.1%	-9%	i
